Bioassay records: PubChem, NCI
sgs1 mgt1: NCI yeast anticancer drug screen, S. cerevisiae sgs1 mgt1 strain; % growth inhibition at 50 µM; AID 161, 2004; hit rate 10% among 78,000;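 note: 0% = growth of vehicle-only cultures of the same strain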
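Mutant yeast exposed to compound; growth scored against vehicle-only wells.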
yeast cln2 rad14: NCI yeast anticancer drug screen, S. cerevisiae cln2 rad14 strain | AID 165, 2004 | growth inhibition, % at 50 µM | hit rate 8.3% among 78,000;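 note: 0% = growth of vehicle-only cultures of the same strain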
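Each compound was tested on cln2 rad14 yeast. Inhibition of growth was calculated against vehicle-exposed controls.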
rad50: NCI yeast anticancer drug screen, S. cerevisiae rad50 strain | hit rate 10% among 79,000 | % growth inhibition at 50 µM;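 note: 0% = growth of vehicle-only cultures of the same strain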
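Growth of the mutant yeast was measured after compound exposure and referenced to vehicle-treated cultures.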
mec2-1: NCI yeast anticancer drug screen, S. cerevisiae mec2-1 strain; growth inhibition, % at 50 µM; hit rate 9% among 79,000;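 note: 0% = growth of vehicle-only cultures of the same strain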
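Growth inhibition is read against vehicle-treated controls after compound exposure of the mec2-1 yeast strain, which is defective in DNA damage repair or cell cycle control.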
bub3: NCI yeast anticancer drug screen, S. cerevisiae bub3 mutant strain. growth inhibition, % at 50 µM. hit rate 9.9% among 78,000;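 note: 0% = growth of vehicle-only cultures of the same strain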
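Mutant yeast screening strain plus compound; vehicle-treated cultures serve as the 0% inhibition reference.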
yeast mlh1 rad18: NCI yeast anticancer drug screen, S. cerevisiae mlh1 rad18 strain; growth inhibition, % at 50 µM; hit rate 11% among 79,000; AID 175, 2004;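 note: 0% = growth of vehicle-only cultures of the same strain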
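Cells of a genetically altered yeast strain, deficient in DNA damage repair, were treated with compound. Their growth was then compared with that of vehicle-treated cultures to give inhibition.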
* = called active by the depositor. Cut-off read from the data, not from the text of the source: active = growth inhibition above about 70%; inactive = the rest.

Labels used below: A = sgs1 mgt1; B = yeast cln2 rad14; C = rad50; D = mec2-1; E = bub3; F = yeast mlh1 rad18
1: CCCCCCCN=C(N)CSSCC(N)=NCCCCCCC
  A: 99* | B: 99* | C: 99* | D: 99* | E: 99* | F: 99*

2: CC(C)(O)C(O)(c1ccccc1)c1ccccc1
  A: 17 | B: 6 | C: 3 | D: 3 | E: 6 | F: 13

3: CC1(C)CC(=O)c2c(N)n[nH]c2C1
  A: -9 | B: -2 | C: 0 | D: 3 | E: 1 | F: -15

4: CC1CSC(=S)N1C(=O)N1C(=S)SCC1C (centres undefined)
  A: -53 | B: -11 | C: -42 | D: -57 | E: -44 | F: -36

5: Cn1c(=S)[nH]c2scc(-c3ccccc3)c2c1=O
  A: 16 | B: 28 | C: 8 | D: 15 | E: 15 | F: 18

6: CCCCCC1CC(=O)c2c(oc(=O)c3ccc(C)cc23)C1 (centres undefined)
  A: 14 | B: -18 | C: -6 | D: 8 | E: 11 | F: -17

7: CCc1ccc2c(-c3ccccc3)c3c(-c4ccccc4)c4ccccc4c(-c4ccccc4)c3c(-c3ccccc3)c2c1
  A: -6 | B: -28 | C: 17 | D: 7 | E: -8 | F: 23

8: ClCCCCC(Cl)(Cl)Cl
  A: 10 | B: -16 | C: 28 | D: 28 | E: 22 | F: 23

9: COc1ccc(C(O)C2OC(=O)c3c2cccc(=O)c3O)cc1OC (centres undefined)
  A: -16 | B: -11 | C: -3 | D: -18 | E: 5 | F: -16

10: c1ccc(CNc2nn[nH]n2)cc1
  A: -6 | B: -21 | C: 3 | D: 5 | E: 4 | F: 9

11: O=C1NN2CCN=C2c2ccccc21
  A: -23 | B: -16 | C: -61 | D: -30 | E: -6 | F: -16

12: Oc1cc(O)c(Cl)cc1Cl
  A: -23 | B: -3 | C: 15 | D: -4 | E: -12 | F: 23

13: C=C(CCC(C)C1CCC2(C)C3=C(CC(O)C12C)C1(C)CCC(O)C(C)(C)C1CC3)C(C)C(=O)O (centres undefined)
  A: 85* | B: 87* | C: 84* | D: 83* | E: 81* | F: 83*

14: NC(CS)C(=O)NCCNCCNc1ccc(NCCNCCNC(=O)C(N)CS)c2c1C(=O)c1c(O)ccc(O)c1C2=O (centres undefined)
  A: 2 | B: -1 | C: -30 | D: -12 | E: -10 | F: -13

15: c1nc2c([nH]1)CCNC2c1ccc(C2NCCc3[nH]cnc32)cc1 (centres undefined)
  A: 1 | B: -39 | C: 2 | D: -2 | E: -14 | F: -3

16: CCN1C(=O)N(C)C(O)c2c1nc1ccccn1c2=O (centres undefined)
  A: -33 | B: 4 | C: -14 | D: -8 | E: -16 | F: -20

17: O=c1c(O)c(-c2ccccc2)oc2cc(O)cc(O)c12
  A: 41 | B: 26 | C: 24 | D: 4 | E: 27 | F: 29

18: CC(=O)OCC1OC(n2c(-c3ccc(C)cc3)cc(-c3ccccc3)c(C#N)c2=S)C(OC(C)=O)C(OC(C)=O)C1OC(C)=O (centres undefined)
  A: 6 | B: -9 | C: 18 | D: 9 | E: 28 | F: 28

19: Cc1cccc(/C=N\NC(=S)N2CCCCC2)n1
  A: 92* | B: 93* | C: 89* | D: 93* | E: 92* | F: 89*

20: OCC1C2C=CC(C3C=CC32)C1CO (centres undefined)
  A: -6 | B: -90 | C: 8 | D: -10 | E: -2 | F: 4

11 compounds out of the list, arranged by length of the SMILES, low to high:
Labels used below: A = sgs1 mgt1; B = yeast cln2 rad14; C = rad50; D = mec2-1; E = bub3; F = yeast mlh1 rad18
12: Oc1cc(O)c(Cl)cc1Cl
  A: -23 | B: -3 | C: 15 | D: -4 | E: -12 | F: 23

11: O=C1NN2CCN=C2c2ccccc21
  A: -23 | B: -16 | C: -61 | D: -30 | E: -6 | F: -16

19: Cc1cccc(/C=N\NC(=S)N2CCCCC2)n1
  A: 92* | B: 93* | C: 89* | D: 93* | E: 92* | F: 89*

16: CCN1C(=O)N(C)C(O)c2c1nc1ccccn1c2=O (centres undefined)
  A: -33 | B: 4 | C: -14 | D: -8 | E: -16 | F: -20

17: O=c1c(O)c(-c2ccccc2)oc2cc(O)cc(O)c12
  A: 41 | B: 26 | C: 24 | D: 4 | E: 27 | F: 29

9: COc1ccc(C(O)C2OC(=O)c3c2cccc(=O)c3O)cc1OC (centres undefined)
  A: -16 | B: -11 | C: -3 | D: -18 | E: 5 | F: -16

15: c1nc2c([nH]1)CCNC2c1ccc(C2NCCc3[nH]cnc32)cc1 (centres undefined)
  A: 1 | B: -39 | C: 2 | D: -2 | E: -14 | F: -3

13: C=C(CCC(C)C1CCC2(C)C3=C(CC(O)C12C)C1(C)CCC(O)C(C)(C)C1CC3)C(C)C(=O)O (centres undefined)
  A: 85* | B: 87* | C: 84* | D: 83* | E: 81* | F: 83*

14: NC(CS)C(=O)NCCNCCNc1ccc(NCCNCCNC(=O)C(N)CS)c2c1C(=O)c1c(O)ccc(O)c1C2=O (centres undefined)
  A: 2 | B: -1 | C: -30 | D: -12 | E: -10 | F: -13

7: CCc1ccc2c(-c3ccccc3)c3c(-c4ccccc4)c4ccccc4c(-c4ccccc4)c3c(-c3ccccc3)c2c1
  A: -6 | B: -28 | C: 17 | D: 7 | E: -8 | F: 23

18: CC(=O)OCC1OC(n2c(-c3ccc(C)cc3)cc(-c3ccccc3)c(C#N)c2=S)C(OC(C)=O)C(OC(C)=O)C1OC(C)=O (centres undefined)
  A: 6 | B: -9 | C: 18 | D: 9 | E: 28 | F: 28

More entries follow.
Labels used below: A = sgs1 mgt1; B = yeast cln2 rad14; C = rad50; D = mec2-1; E = bub3; F = yeast mlh1 rad18
21: COc1ccc(-c2cc(=O)c3c(O)c(OC)c(OC)c(OC)c3o2)cc1
  A: 5 | B: -2 | C: -2 | D: 10 | E: 43 | F: -16

22: CC(/C=N\N=C(N)N)=N/NC(N)=O
  A: -2 | B: 23 | C: 14 | D: -4 | E: 4 | F: -6

23: COC(=O)Nc1nc2ccc(C3c4c(n[nH]c4C)CC(C)(O)C3C(C)=O)cc2[nH]1 (centres undefined)
  A: -7 | B: -6 | C: 20 | D: 4 | E: 0 | F: 11

24: O=C(NO)c1ccc(O)c(O)c1
  A: 6 | B: -8 | C: 2 | D: 14 | E: -8 | F: -39

25: O=[N+]([O-])c1cc(C(F)(F)F)ccc1S(=O)(=O)c1ccccc1
  A: 9 | B: 14 | C: 40 | D: 8 | E: 14 | F: 18

26: CC12C(=O)CC(CC1=O)C2(C)C
  A: 19 | B: 11 | C: 0 | D: 13 | E: 2 | F: 31

27: C/C=C\C(=O)OCC(C)COC(=O)/C=C/C (centres undefined)
  A: 5 | B: 9 | C: 22 | D: 16 | E: 3 | F: 7

28: O=C1CCc2cc3c(cc21)CC1(Cc2cc4c(cc2C1)CCCC4)C3
  A: -22 | B: -18 | C: -28 | D: -9 | E: 17 | F: -20

29: O=C1CCCc2ccc3c(c21)CC1(Cc2cc4c(cc2C1)CCCC4)C3
  A: 34 | B: -14 | C: -23 | D: 9 | E: 32 | F: -3

30: O=Cc1ccc(/C=N\Nc2ccccc2)cc1
  A: 42 | B: 34 | C: 82* | D: 33 | E: -10 | F: 92*

31: CN(C)CCSS(=O)(=O)O
  A: -26 | B: 17 | C: -5 | D: -23 | E: -19 | F: -14

32: COc1ccc2nc3cccc([N+](=O)[O-])c3c(NCCN(CCO)CCO)c2c1
  A: 70 | B: 83* | C: 81* | D: 86* | E: 44 | F: 74*

33: CS(=O)(=O)OCCCCCCCCCCCC1C=CCC1 (centres undefined)
  A: 5 | B: 12 | C: 10 | D: -32 | E: -8 | F: 3

34: CC/C(C)=C1\CCC(CN(C)C)C1=O (centres undefined)
  A: -9 | B: 12 | C: -13 | D: 2 | E: -2 | F: 22

35: Nc1ccc(CC(N)C(=O)O)cc1 (centres undefined)
  A: -22 | B: -6 | C: -3 | D: -13 | E: -7 | F: -13

36: c1ccc2c(Cc3cccc4ccc5ccccc5c34)cccc2c1
  A: -1 | B: -20 | C: -5 | D: -10 | E: 1 | F: 15

37: CC(CC(O)C(=O)O)CC(C)(C)C (centres undefined)
  A: -7 | B: -7 | C: -6 | D: 9 | E: 22 | F: 3

38: C=CCCCCCCCCC(=O)NCCCN1CCOCC1
  A: 93* | B: 84* | C: 78* | D: 76* | E: 85* | F: 95*

39: Nc1ccc(C(=O)O)c([N+](=O)[O-])c1
  A: 0 | B: -31 | C: 1 | D: -2 | E: -12 | F: -2

40: O=C(NNC(=O)c1cccc2ccccc12)c1ccc(Br)cc1
  A: -15 | B: 6 | C: -19 | D: -40 | E: -24 | F: -23

41: Cc1ccccc1NC(=O)c1cc2cc(N=Nc3ccccc3C(=O)O)ccc2oc1=O
  A: 96* | B: 90* | C: 91* | D: 84* | E: 83* | F: 96*
